Compound activity deposited in PubChem by National Center for Advancing Translational Sciences (NCATS).
Pol eta inh: DNA polymerase eta (human) inhibition; Q9Y253; recombinant Pol eta, fluorescent DNA replication assay; Potency, µM (doses to about 114 µM), inactives show top-dose activity change, negative = inhibition, actives largely listed as inhibitors; 1.2% of 390,000 active; AID 588591; note: % is set by controls: 0 for no effect and ±100 for the full control effect
Target sequence (Q9Y253 whole entry, looked up): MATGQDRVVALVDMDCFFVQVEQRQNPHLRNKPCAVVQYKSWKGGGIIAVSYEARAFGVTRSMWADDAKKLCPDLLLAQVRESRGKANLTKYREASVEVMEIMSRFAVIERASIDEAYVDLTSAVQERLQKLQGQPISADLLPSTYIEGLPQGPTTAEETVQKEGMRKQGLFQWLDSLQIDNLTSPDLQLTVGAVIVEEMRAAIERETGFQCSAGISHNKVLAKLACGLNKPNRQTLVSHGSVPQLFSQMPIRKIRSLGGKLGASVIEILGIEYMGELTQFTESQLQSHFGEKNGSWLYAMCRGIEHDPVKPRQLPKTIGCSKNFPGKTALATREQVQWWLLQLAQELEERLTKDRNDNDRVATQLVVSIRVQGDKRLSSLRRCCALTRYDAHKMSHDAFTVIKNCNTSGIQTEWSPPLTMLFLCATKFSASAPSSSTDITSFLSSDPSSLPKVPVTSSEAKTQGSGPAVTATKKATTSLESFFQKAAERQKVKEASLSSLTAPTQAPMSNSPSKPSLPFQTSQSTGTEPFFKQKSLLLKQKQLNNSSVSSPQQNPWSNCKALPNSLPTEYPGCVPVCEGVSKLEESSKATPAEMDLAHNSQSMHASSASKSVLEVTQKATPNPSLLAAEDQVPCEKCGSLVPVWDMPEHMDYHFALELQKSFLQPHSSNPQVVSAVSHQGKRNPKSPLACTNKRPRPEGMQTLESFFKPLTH
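Pol eta at 10 nM preincubated with compounds 15 min at room temperature; reaction started with fluorescent substrate (50 nM final) and read kinetically at 0 and 10 min.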
JMJD2A Tudor: JMJD2A Tudor domain (human) inhibition; O75164; AlphaScreen JMJD2A-Tudor / H3K4me3 peptide binding; Potency, µM (titrated, usually from 114 µM), for the others: at the highest dose activity change, negative = inhibition, most hits filed as inhibitors; 4.4% of 390,000 active; AID 504339; note: % is set by controls: 0 for no effect and ±100 for the full control effect; nearly all actives have a fitted effect of over 50% in size
G9a inh: blocks human histone lysine methyltransferase G9a; 8.8% of 350,000 active; G9a H3K9 monomethylation, AlphaScreen, 2 h; Potency, µM (titrated, usually from 102 µM), without a hit: at the top dose activity, negative = inhibition, actives largely listed as inhibitors; AID 504332; Q96KQ7; note: % is set by controls: 0 for no effect and ±100 for the full control effect; nearly all actives have a fitted effect of over 75% in size
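Step 1: enzyme (final 20 nM) with compound, 15 min RT. Step 2: substrate peptide 500 nM and SAM 20 uM, 2 h RT. Step 3: anti-H3K9me1 antibody and AlphaScreen beads, 10 min, then plate read.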
BLM helicase inh: Bloom syndrome helicase (human) inhibition; recombinant BLM DNA unwinding, fluorescence dequenching; P54132; Potency, µM (top dose mostly 56.1 µM), inactives show at the highest dose activity change, negative = inhibition, most hits filed as inhibitors; 0.2% of 350,000 active;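 note: plate controls were vehicle for no effect and no enzyme for full effect; nearly all actives have a fitted effect of over 35% in size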
APE1 inh: blocks human APE1 abasic DNA cleavage; recombinant APE1, TAMRA/BHQ-2 abasic DNA cleavage fluorescence; 0.35% of 350,000 active; P27695; AID 2517; Potency, µM (series often up to 65.8 µM), for the others: at the top dose activity change, negative = inhibition, usual class: inhibitors;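 note: plate controls were vehicle for no effect and reference inhibitor for full effect; nearly all actives have a fitted effect of over 55% in size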
Target sequence (P27695 whole entry, looked up): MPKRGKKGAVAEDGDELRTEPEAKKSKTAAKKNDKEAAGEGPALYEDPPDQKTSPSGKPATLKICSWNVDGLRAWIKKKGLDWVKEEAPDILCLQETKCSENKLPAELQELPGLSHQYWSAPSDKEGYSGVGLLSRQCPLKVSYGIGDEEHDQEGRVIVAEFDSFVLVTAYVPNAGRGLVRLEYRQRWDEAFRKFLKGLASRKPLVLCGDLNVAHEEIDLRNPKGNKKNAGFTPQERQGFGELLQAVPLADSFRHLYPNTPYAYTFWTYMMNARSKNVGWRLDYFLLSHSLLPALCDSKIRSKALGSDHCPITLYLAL
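Activity was derived from the fluorescence gain between first and third kinetic reads (60 s intervals, ex 525/em 598 nm) after 50 nM THF-abasic TAMRA/BHQ-2 duplex was added to 0.75 nM APE1 preincubated 15 min with compound.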
Pol beta inh: inhibitors of human DNA polymerase beta. AID 485314. 1.3% of 340,000 active. Pol beta primer extension/strand displacement, fluorescence kinetic. Potency, µM (top dose mostly 114 µM), for the others: at the top dose activity change, negative = inhibition, usual class: inhibitors. P06746; note: % is set by controls: 0 for no effect and ±100 for the full control effect
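Pol beta (10 nM) and compounds were preincubated 15 min at room temperature, then 50 nM substrate (final) started primer extension/strand displacement. Reads were taken at 0 and 10 min; concentration-response data were fitted to a four-parameter Hill equation.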
POLI inh: inhibitors of human DNA polymerase iota; Q9UNA4; Pol iota fluorescent replication assay, 10 min; Potency, µM (series often up to 115 µM), for inactives: top-dose activity, negative = inhibition, usual class: inhibitors; 1% of 390,000 active
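Fluorescent replication assay read twice, at 0 min and 10 min after adding 50 nM (final) substrate. Enzyme (10 nM) and compounds were first incubated 15 min at room temperature; enzyme-free buffer wells were negative controls.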
Pol kappa inh: DNA polymerase kappa (human) inhibition | purified Pol kappa, fluorescent DNA synthesis assay, 10 min | Potency, µM (highest dose often 107 µM), inactives show at the top dose activity, negative = inhibition, usual class: inhibitors | 0.53% of 400,000 active | Q9UBT6; note: % is set by controls: 0 for no effect and ±100 for the full control effect
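Readout: fluorescence, taken kinetically at 0 and 10 min. Conditions: 10 nM Pol kappa, 15 min RT compound preincubation, 50 nM substrate final. Controls: enzyme-free buffer wells.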
BAZ2B inh: inhibitors of human BAZ2B bromodomain; 4.4% of 360,000 active; AID 504333; AlphaScreen BAZ2B-H3K14Ac peptide displacement; Potency, µM (top dose mostly 114 µM), for the others: top-dose activity change, negative = inhibition, hits mostly inhibitors; note: % is set by controls: 0 for no effect and ±100 for the full control effect; nearly all actives have a fitted effect of over 60% in size
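BAZ2B 50 nM plus b-H3(5-23)K14Ac 50 nM, PBS pH 7.4/0.01% Tween-20, 30 min RT; compound added (max 110 uM), 30 min RT; streptavidin donor/Ni-chelate acceptor beads 10 ug/mL final, 20 min dark; AlphaScreen read.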
The depositor's hits bear a star; ? = inconclusive; · = no result given; & = joins results of further samples; [ ] = remark or other dose. Calls come from the whole dose curve; as a rule, active = well fitted curve in the direction sought with a large enough effect; inconclusive = small, poorly fitted or top-dose-only effect, or another doubt; inactive = no such curve, though single readings can be large; an effect the other way counts as inactive or inconclusive. Potency is the fitted concentration of half-maximal effect.

Value order: Pol eta inh	JMJD2A Tudor	G9a inh	BLM helicase inh	APE1 inh	Pol beta inh	POLI inh	Pol kappa inh	BAZ2B inh
CCCCN(CC)CCCNC(=O)CS(=O)(=O)Cc1nc(-c2cccc(OC)c2)oc1C
→ -14%	-6%	1%[59 µM]	-3%	11%	9%	27%	-4%	5%
Cc1ccc(NC(=O)COC(=O)COc2cccc3c2OC(C)(C)C3)cc1S(=O)(=O)N1CCOCC1
→ -23%	-23%	?	·	4%	·	14%	-5%	-5%
CCCCSc1nnc(-c2c[nH]c3ccccc23)n1C
→ -8%	-11%	-13%	3%	-1%	33%	5%	-11%	6%
CC1Cc2ccccc2N1C(=O)C12CCC(C)(C(=O)C1)C2(C)C (stereo not given)
→ 5%	-6%	-27%[12.7 µM]	1%	4%	2%	1%	-9%	-2%
O=C(NCCO)c1nc(NCCO)c2ccccc2n1
→ 6%	-14%	3%[12.7 µM]	-2%	-5%	-2%	15%	-9%	-5%
O=C1c2cccc([N+](=O)[O-])c2C(=O)N1c1ccccc1
→ -10%	-6%	?	0%	11%	1%	95%[activator]	-1%	-16%
Cc1cc(C(=O)Cn2cnc3ccc(Cl)cc3c2=O)c(C)n1C1CC1
→ -12%	0%	·	·	·	·	?	-33%	·
COc1cccc(OCC(O)CN2CCc3ccccc3C2)c1 (stereo not given)
→ 3%	-10%	·	1%	-12%	0%	-18%	-12%	-14%
Cc1cccnc1NC(=O)c1sc2ccccc2c1Cl
→ 2%	-10%	·	-1%	-4%	12%	11%	-7%	-4%
CS(=O)(=O)N1CCC2(CCCN(C(c3ccccc3)c3ccccc3)C2)CC1
→ ·	·	-2%[12.7 µM]	-10%	-4%	·	·	-12%[60.1 µM]	·
O=C(Nc1ccc(Cl)cc1F)c1cc(S(=O)(=O)N2CCCCC2)ccc1F
→ -16%	-1%	4%	-2%	0%	1%	152%[activator]	-5%	-2%
COc1ccccc1-c1nn(Cc2ccccc2)cc1C(=O)NCC(c1ccco1)N1CCCC1 (stereo not given)
→ -19%	-10%	13%[12.7 µM]	·	-8%	·	-13%	14%	2%
O=C(Nc1c(C(=O)c2ccc(Cl)cc2)oc2ccccc12)c1cc(=O)c2ccccc2o1
→ -20%	-6%	20%[59 µM]	-2%	·	1%	5%	15%	24%
Cn1c(N)c(C#N)c2c(c1=S)CSC(C)(C)C2
→ 8%	79µM*	25µM*	-6%	-2%	30%	1%	-8%	-10%
CCOC(=O)Cn1c(=O)oc2ccc(C)cc21
→ -21%	-2%	14%	2%	1%	-10%	89%[activator]	3%	14%
Clc1cccc(CSc2ccc(-c3cccs3)nn2)c1
→ -26%	79%[activator]	135%[activator][59 µM]	-11%	·	11%	12%	-3%	112%[activator]
CCOC(=O)N1CCN(C(=O)c2ccc3c(=O)n(CCc4ccc(OC)c(OC)c4)c(=O)[nH]c3c2)CC1
→ -13%	-27%	-5%	-1%	-7%	23%	50%[activator]	0%	-2%
NS(=O)(=O)c1ccc(CCNc2nc(CN3CCCCC3)nc3sc4c(c23)CCC4)cc1
→ -19%	-23%	10%	42%[activator]	-4%	13%	22%[58.9 µM]	-9%	-14%
CCOC(=O)[C@@H]1[C@H]2COc3cc(OC)ccc3[C@@H]2N2C(=O)N(c3ccc(Cl)cc3)C(=O)[C@]12C
→ -3%	-26%	·	·	·	·	-7%	-8%	·
CC(NC(=O)c1ccccc1Br)c1nnc(SCC(=O)NC2CCCCC2)n1C (stereo not given)
→ 2%	-8%	1%[59 µM]	1%	2%[12.4 µM]	27%	55%[activator]	-4%	8%
CN1C(=O)N(CC(=O)Nc2sccc2C(N)=O)C(=O)C12CCCCC2
→ -2%	-7%	4%[59 µM]	·	-3%	·	-26%	3%	10%
Cc1ccc(S(=O)(=O)NCCC(=O)NCC(c2cccs2)N(C)C)cc1 (stereo not given)
→ -4%	-12%	-2%[12.7 µM]	·	3%	·	6%	-3%	10%
Cc1ccccc1C1c2[nH]c3ccccc3c2C[C@H]2C(=O)N(c3ccccc3C(=O)NCCCN3CCOCC3)C(=O)N12 (stereo not given in full)
→ -11%	?	24%[12.7 µM]	-4%	-3%	17%	1%	-6%	?
CCOC(=O)[C@@H]1[C@H]2COc3ccc(Br)cc3[C@@H]2N2C(=O)N(c3ccc(OC)cc3)C(=O)[C@@]12C
→ -13%	-17%	·	·	-2%	·	13%	-5%	·
O=C1NC(=O)C(=Cc2ccco2)S1
→ -13%	-12%	·	·	·	·	?	-21%	·
O=C(COc1ccc(S(=O)(=O)NC2CCCCC2)cc1Cl)NCc1ccc2c(c1)OCO2
→ -9%	-28%	4%[59 µM]	-9%	-3%	-8%	-14%[58.9 µM]	-9%	0%
CC(C)(C)[C@]1(O)CCN2CC3c4ccccc4CCc4cccc(c43)[C@@H]2C1 (stereo not given in full)
→ -12%&-7%[57.1 µM]	·	43%&15%[activator][12.7 µM]	·	-5%	-7%&4%[57.1 µM]	-10%&-6%[58.9 µM]	-11%[19.4 µM]	·
COc1ccc(/C=C2\CCc3ccccc3C2=O)cc1Cn1cccn1
→ -3%	?	?	-13%	-6%	-9%	-5%	-19%	?
O=C(O)c1cccc(NC(=O)c2ccc3c(c2)C(=O)N(CC2CCCO2)C3=O)c1 (stereo not given)
→ -7%	4%	13%	-3%	-1%	1%	24%	-14%	-3%
COc1ccc(NC(=O)c2c(-c3ccccc3)c(-c3ccccc3)nn(C)c2=O)cc1OC
→ 0%	-15%	2%[59 µM]	3%	·	29%	13%	5%	-6%
CSCCC(NC(=O)c1ccc([N+](=O)[O-])cc1Cl)C(=O)OCC(=O)N1CCN(C(C)=O)CC1 (stereo not given)
→ -4%	-11%	-15%	·	-1%	·	12%	-13%	7%
Cc1cc(C)c(C(=O)CN2C(=O)NC3(CCCCCC3)C2=O)cc1C
→ -11%	-17%	-2%	-4%	?	-6%	3%	-12%	-8%
CC(C)NC(=O)Nc1ccc2c(c1)C(=O)N([C@H](C)CO)C[C@H](C)[C@@H](CN(C)C(=O)Nc1ccc(C(F)(F)F)cc1)O2
→ -24%	-12%	·	·	-13%	·	38%[activator]	-3%	·
Cc1ccc(C(=O)Nc2ccc(Cl)cn2)cc1
→ -4%	4%	16%	-2%	3%	4%	-3%	-4%	-2%
CCCc1cc(=O)[nH]c(SCC(=O)Nc2cc(S(=O)(=O)N(CC)c3ccccc3)ccc2Cl)n1
→ ?	-24%	·	·	-12%	·	-10%	-40%	·
COc1ccc(S(=O)(=O)N2CCN(Cc3cccc(OC)c3)CC2)cc1
→ -12%	-4%	9%	-4%	25%	39%	-11%	-12%	5%
CCN(CC)CCNS(=O)(=O)c1ccc2[nH]cc(C(=O)O)c(=O)c2c1
→ 22µM*	56µM*	?	3%	?	18µM*	?	?	?
CN(Cc1ccccc1)c1nc2c(c(=O)[nH]c(=O)n2C)n1CCOc1ccccc1
→ -7%	?	?	-6%	0%	11%	33%[activator]	-2%	-39%
Cc1ccnc(SCC(=O)O)n1
→ -6%	-4%	15%	0%	1%	8%	13%	-13%	3%
COc1ccccc1NC(=O)NCCCl
→ -6%	-11%	12%[59 µM]	-1%	12%	-11%	1%	-1%	-2%

A different layout for 2 compounds above:
Molecule	Pol eta inh	JMJD2A Tudor	G9a inh	BLM helicase inh	APE1 inh	Pol beta inh	POLI inh	Pol kappa inh	BAZ2B inh
CCCc1cc(=O)[nH]c(SCC(=O)Nc2cc(S(=O)(=O)N(CC)c3ccccc3)ccc2Cl)n1	?	-24%	·	·	-12%	·	-10%	-40%	·
COc1ccccc1NC(=O)NCCCl	-6%	-11%	12%[59 µM]	-1%	12%	-11%	1%	-1%	-2%

More compounds:
Value order: Pol eta inh	JMJD2A Tudor	G9a inh	BLM helicase inh	APE1 inh	Pol beta inh	POLI inh	Pol kappa inh	BAZ2B inh
O=C(CCS(=O)(=O)c1ccc(Br)cc1)NC1CCCC1
→ ?	50µM*	45µM*	-2%	9%	22µM*	-5%	?	50µM*
CCOCCCN(CCC#N)S(=O)(=O)c1ccc(S(=O)(=O)N2CCCC2)cc1
→ -3%	-9%	5%[12.7 µM]	-4%	-3%	-12%	0%	-9%	-25%
Cc1n[nH]c(C)c1CCC(=O)N/N=C/c1c[nH]c2ccccc12
→ -12%	-2%	34%	-1%	-10%	-4%	51%[activator]	-5%	-5%
Nc1nc(NC(=O)Cc2ccccc2)nn1-c1ccccc1
→ 8%	?	0%[12.7 µM]	-1%	13%	34%	13%	6%	32µM*
O=C(O)c1c(Cl)c(Cl)c(Cl)c(Cl)c1C(=O)N1CCOCC1
→ -3%	-35%	-18%[59 µM]	-1%	2%	-1%	0%	-4%	-27%
COc1cccc(C(=O)/C(C#N)=N/Nc2cccc(-c3ccnc(C)n3)c2)c1
→ -7%	?	50µM*	-3%	3%	0%	17%	-12%	?
C[n+]1c2n(c3ccccc31)N=C(c1ccccc1)CS2
→ -3%&-20%	-17%	59%[activator]	-10%&4%	-10%&-5%	1%&26%	?	-4%&1%	5%
CNC(=O)c1cc(C(=O)c2ccccc2C(F)(F)F)c[nH]1
→ -15%	-14%	2%	2%	0%	13%	37%[activator]	-8%	?
CCC(=O)NC(c1ccc([N+](=O)[O-])cc1)c1c(O)ccc2ccccc12 (stereo not given)
→ -22%	?	?	-5%	4%	10%	5%	-10%	-37%
COC(=O)CNc1ccc2c(c1)OCO2
→ 2%	?	8.9µM*	-9%	-1%	5%	11%	-7%	-32%
COC(=O)Nc1ccc2c(c1)N(C(=O)CCN1CCOCC1)c1ccccc1S2
→ -4%	-17%	?	0%	-6%	-10%	?	-8%	?
Cc1ccc(S(C)(=O)=O)cc1C(=O)N1CC(C(N)=O)Oc2ccccc21 (stereo not given)
→ -10%	-13%	13%	-3%	26%	11%	36%[activator]	8%	-12%
CN(C)CC(=O)N1CCc2ccccc2C1
→ -15%	11µM*	?	3%	1%	16%	-17%	-2%	50µM*

An excerpt (hit frequency here may not be typical).
